From PubChem
697 NFkB inh: lowers PMA/ionomycin-induced NF-kB signal in 697 B cells. 0.33% of 330,000 active. inhibition, % at 4 µM. AID 435022. 697 B-cell NF-kB luciferase reporter, 16 h; in the data active = inhibition above about 35%
UBC13 polyUb: human UBC13 polyubiquitination inhibition. inhibition, % at 20 µM. 0.47% of 330,000 active. P61088. AID 485273. UBC13 polyubiquitin chain formation, TR-FRET; in the data active = inhibition above about 45%, passing the limit was not always enough
EBI2 block: antagonists of human EBI2 receptor. EBI2 beta-arrestin recruitment, luminescence, 7a,25-OHC stimulated. inhibition, % at 5 µM. 0.81% of 360,000 active; in the data active = inhibition above about 38%;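 note: enzyme fragment complementation signal reports receptor beta-arrestin coupling in cells; 0% = agonist plus DMSO wells and 100% = wells without agonist; some results beyond the cut were filed as inactive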
Target sequence (P32249 whole entry, looked up, the tested form may be a part): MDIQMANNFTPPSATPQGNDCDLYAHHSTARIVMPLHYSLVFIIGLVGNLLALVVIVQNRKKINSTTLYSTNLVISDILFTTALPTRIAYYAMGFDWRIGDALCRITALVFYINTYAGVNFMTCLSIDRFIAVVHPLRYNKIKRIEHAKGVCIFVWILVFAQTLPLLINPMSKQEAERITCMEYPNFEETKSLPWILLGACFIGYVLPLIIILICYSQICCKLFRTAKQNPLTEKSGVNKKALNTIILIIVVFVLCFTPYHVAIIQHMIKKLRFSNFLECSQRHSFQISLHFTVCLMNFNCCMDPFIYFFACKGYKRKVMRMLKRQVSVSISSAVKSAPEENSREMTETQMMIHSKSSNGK
Jurkat NFkB inh: inhibitors of the PMA/ionomycin-induced NF-kB reporter in Jurkat cells; PMA/ionomycin-induced NF-kB luciferase reporter, luminescence; inhibition, % at 4 µM; 0.53% of 330,000 active; AID 435003; in the data active = inhibition above about 50%
APJ antagonist: antagonists of human APJ apelin receptor; inhibition, % at 20 µM; P35414; 0.32% of 330,000 active; CHO-K1 APJ beta-arrestin complementation, luminescence;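 active = inhibition above about 40% at 20 µM, limit read from the data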;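 note: cells challenged with 10 nM apelin-13 agonist together with compound; plate controls were apelin-13 plus DMSO wells for no effect and DMSO wells lacking apelin-13 for full effect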
CXCR6 block: blocks human CXCR6 beta-arrestin recruitment | inhibition, % at 20 µM | CHO-K1 PathHunter CXCR6 beta-arrestin, luminescence | AID 602244 | 0.36% of 360,000 active; in the data active = inhibition above about 34%, passing the limit was not always enough;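 note: antagonist mode with CXCL16 agonist at 10 nM final; 0% = 10 nM CXCL16 with DMSO and 100% = unstimulated wells without agonist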
Target sequence (O00574 whole entry, looked up): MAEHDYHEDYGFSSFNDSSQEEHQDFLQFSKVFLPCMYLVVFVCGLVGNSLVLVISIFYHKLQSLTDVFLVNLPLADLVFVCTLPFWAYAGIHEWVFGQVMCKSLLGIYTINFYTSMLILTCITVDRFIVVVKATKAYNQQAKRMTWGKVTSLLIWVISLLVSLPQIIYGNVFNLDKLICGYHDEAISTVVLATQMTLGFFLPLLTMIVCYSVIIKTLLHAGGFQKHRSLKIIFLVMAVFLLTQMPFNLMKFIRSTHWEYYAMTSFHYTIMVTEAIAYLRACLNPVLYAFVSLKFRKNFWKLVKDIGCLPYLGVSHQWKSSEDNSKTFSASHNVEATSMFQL
CCR6 antagonist: CCR6 (human) receptor antagonism. 0.49% of 340,000 active. P51684. CHO-K1 CCR6 PathHunter beta-arrestin, luminescence, CCL20-stimulated. inhibition, % at 20 µM;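 active = compounds whose inhibition of the agonist-driven luminescence signal at 20 µM reaches about 50%, limit read from the data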;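 note: cells stimulated with CCL20 at 14 nM final; plate controls were DMSO with CCL20 for no effect and DMSO without agonist for full effect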
Target sequence (P51684 whole entry, looked up): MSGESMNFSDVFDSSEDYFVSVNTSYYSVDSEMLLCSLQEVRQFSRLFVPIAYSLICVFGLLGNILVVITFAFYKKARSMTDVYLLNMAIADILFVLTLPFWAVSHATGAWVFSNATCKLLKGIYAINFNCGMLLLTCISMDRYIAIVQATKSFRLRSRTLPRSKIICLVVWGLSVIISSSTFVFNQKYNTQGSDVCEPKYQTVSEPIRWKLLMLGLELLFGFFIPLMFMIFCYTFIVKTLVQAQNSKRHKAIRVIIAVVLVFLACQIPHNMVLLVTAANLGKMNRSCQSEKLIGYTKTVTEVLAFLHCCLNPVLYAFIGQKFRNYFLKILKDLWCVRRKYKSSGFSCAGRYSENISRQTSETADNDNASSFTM
Gli-Sufu block: blocks Gli-Sufu signaling in a luciferase reporter. 0.74% of 340,000 active. Sufu-KO-LIGHT fibroblasts, Gli luciferase reporter luminescence. inhibition, % at 5 µM;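 active = inhibition above about 55%, limit read from the data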;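 note: 0% = DMSO-treated cells and 100% = wells with medium but no cells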
* hit, by the source's call; / = not tested or not shown.

SMILES | 697 NFkB inh | UBC13 polyUb | EBI2 block | Jurkat NFkB inh | APJ antagonist | CXCR6 block | CCR6 antagonist | Gli-Sufu block
CN1CCN(C(=O)CCN2C(=O)/C(=C/c3ccccc3Cl)SC2=S)CC1 | 3 | 69* | 11 | 13 | -41 | -10 | 4 | 8
O=C(Cc1ccccc1)NCC1OCCc2ccccc21 (centres undefined) | 13 | -1 | 9 | -25 | 17 | 10 | 16 | -1
O=C(CC1CC2CCC1C2)NC1CCCCCCC1 (centres undefined) | -36 | -4 | 8 | -29 | 10 | -2 | 12 | -27
COc1cccc(/C(O)=C2/C(=O)C(=O)N(CCCN3CCOCC3)C2c2ccncc2)c1 (centres undefined) | 7 | 0 | -1 | -21 | 6 | 11 | -1 | 1
Cn1nc(C(=O)Nc2cccc(S(=O)(=O)N3CCCCC3)c2)c2ccccc2c1=O | 12 | 2 | 0 | 22 | 8 | 6 | 25 | 44
N#CCC(=O)Nc1ccc(C(=O)Nc2cccnc2)cc1 | 3 | 6 | -5 | 1 | -23 | -4 | 7 | 1
CC(C)N(Cc1ccccc1)C(=O)CN1C(=O)NC2(CCCC2)C1=O | 19 | -2 | -10 | 8 | 14 | -4 | 12 | 0
COc1ccc(C(=O)Nc2nc3ccccc3[nH]2)cc1S(=O)(=O)N1CCCC1 | -1 | -16 | -6 | -19 | -36 | -9 | 5 | 22
COc1ccc(CNC(=O)Cn2ccc(NC(=O)OCc3ccccc3)nc2=O)cc1 | 5 | -6 | -1 | 7 | 8 | -1 | 10 | 0
Cc1c(NC(=S)NC(=O)Cc2ccccc2)cccc1C(=O)O | -18 | -8 | 10 | -8 | -4 | 4 | 8 | 1
O=C(COc1ccc(Cl)cc1[N+](=O)[O-])N1CCCCCC1 | 8 | -8 | 1 | 7 | -23 | 11 | 24 | -10
CCSc1nnc(NC(=O)c2ccc3c(c2)OCO3)s1 | -119 | 11 | -6 | -74 | -11 | -4 | -2 | -58
CCNC(=O)COC(=O)c1cccc(Br)c1 | 20 | 7 | 0 | 8 | 15 | 5 | -1 | 1
CC(C)CNC(=O)c1cccc(NC(=O)CSc2ccccc2)c1 | 4 | 4 | -1 | 1 | 6 | 0 | 5 | 11
CSc1ccccc1OCc1cc(C(=O)N2CCc3[nH]cnc3C2c2ccccn2)no1 (centres undefined) | 7 | 2 | -9 | -6 | 8 | -7 | 17 | 5
Cc1noc(C)c1COC(=O)C(c1ccccc1)c1ccccc1 | -6 | 2 | 8 | 1 | 11 | 3 | 23 | 3
O=C(NN=C1C2CC3CC(C2)CC1C3)c1ccccc1O | 8 | 4 | 1 | 1 | 11 | 4 | 12 | 5
Cc1cccc(NC(=O)CSc2cccc3cccnc23)c1 | 5 | 10 | 1 | 5 | 4 | 8 | 22 | -1
COc1ncnc2c1NC(=O)CS2 | -3 | -3 | -5 | -3 | 6 | 4 | 6 | 2
O=C(NCc1ccco1)c1cc([N+](=O)[O-])ccc1N1CCCCC1 | -5 | -38 | 53* | 2 | 6 | 0 | 17 | 5
COC(=O)c1ccc(-n2nc(C(F)(F)F)c3c2-c2ccoc2CC3)cc1 | -34 | -15 | 8 | -7 | 3 | -5 | 8 | 3
Cc1occc1C(=O)N/N=C/c1cccnc1 | -9 | -4 | -2 | -4 | 3 | -2 | -5 | -9
C[C@H](CO)N1C[C@H](C)[C@@H](CN(C)S(=O)(=O)c2cccs2)Oc2c(NC(=O)Cc3ccccc3)cccc2C1=O | -4 | -6 | 0 | -3 | 1 | -2 | 2 | -7
CN(C)CCCNC(=O)C[C@H]1C[C@H](C(=O)N2CCOCC2)[C@@]2(CCC3CCCC3)c3[nH]c4cc(CCC(=O)N(C)C)ccc4c3CCN2C1=O | 6 | / | -4 | / | / | -6 | -1 | 1
Cc1ccc(S(=O)(=O)NCCC(=O)Nc2cccc(S(N)(=O)=O)c2)cc1C | 17 | 0 | -10 | 12 | 16 | 1 | 8 | 12
Cn1c(=S)[nH]c2[nH]c(=O)cnc2c1=O | -3 | -8 | -13 | -1 | 4 | 0 | -1 | 4
CC(NC(=O)C1CCC(=O)N1Cc1ccccc1Cl)c1ccccc1 (centres undefined) | 7 | 4 | -9 | 1 | 9 | 0 | 6 | 6
CCOC(=O)CSc1cc(CS(=O)c2ccc(Cl)cc2)nc(-c2ccccc2)n1 (centres undefined) | -18 | -5 | 15 | -11 | -1 | 2 | 7 | -1
CS(=O)(=O)Cc1ccc(C(=O)N2CCCC2c2cccs2)cc1 (centres undefined) | 0 | 2 | -2 | 5 | -4 | 14 | 13 | 1
CCC(CC)C(=O)Nc1c2cnn(-c3ccccc3)c2nc(=O)n1-c1ccccc1 | -6 | 40 | -7 | 4 | -6 | 2 | 3 | -5
Nc1nc(N)c(N=O)c(OCC2CCCCC2)n1 | -13 | -17 | 2 | 4 | 2 | -3 | 4 | -13
COc1ccc(CC(CC(=O)O)C(=O)Nc2ccc(OC)cc2)cc1 (centres undefined) | -4 | 2 | 2 | 8 | 16 | -4 | 5 | 6
C#CCNC(=O)C1=C[C@@H](c2cn(C(C)=O)c3ccccc23)C[C@@H](OCCCCO)O1 | 6 | 9 | -11 | -2 | -6 | -14 | 7 | 11
COc1ccc(CCC(=O)OCC(=O)c2ccc(C)cc2)cc1 | -38 | -6 | -10 | -14 | -23 | 6 | 24 | 6
COCc1[nH]nc2c1C(c1ccccc1F)C(C#N)=C(N)O2 (centres undefined) | 4 | -16 | -9 | -23 | 4 | 6 | -11 | 6
COC(OC)C1(C)C(C#N)=C(N)Oc2c1c(=O)oc1ccccc21 (centres undefined) | 2 | 4 | -6 | 18 | 19 | -4 | 4 | 10
O=C(C1CC(c2cccc(Br)c2)=NO1)N1CCc2ccccc2C1 (centres undefined) | -5 | -11 | 1 | -25 | -9 | 6 | 15 | -5
COc1ccc(C(=O)CN2CCN(c3ccc(F)cc3)CC2)cc1 | -8 | -3 | -1 | 5 | -21 | 2 | 7 | 8
O=C(N/N=C/C=C\c1cccc([N+](=O)[O-])c1)c1cccnc1 | 11 | -5 | -17 | 10 | -19 | 3 | 1 | 5
Cc1ccnc2nc(C(=O)Nc3nnc(-c4ccccc4)o3)nn12 | -7 | -6 | 0 | 2 | 11 | -14 | 7 | -3
Cc1cc2ccccc2c(=O)n1CC(=O)NCC1COc2ccccc2O1 (centres undefined) | 15 | 7 | -9 | 12 | -6 | -3 | 12 | 0
COc1ccc(NC(=S)Nc2cccc([N+](=O)[O-])c2)cc1 | 9 | 1 | 38 | -12 | 25 | 6 | 10 | 5
Cc1ccc(CNC(=O)CCS(=O)(=O)c2ccc3c(c2)oc(=O)n3C)cc1 | 1 | -2 | -6 | -4 | 10 | 0 | 14 | /
O=C(Nc1ccccc1Cc1ccccc1)c1oc2ccccc2c1COc1ccccc1 | -5 | 6 | 16 | 0 | 8 | -4 | 11 | 9
COCCNC(=O)c1cc(-c2cccs2)on1 | 31 | -9 | -1 | -20 | -1 | -7 | 11 | -26

Arranged by SMILES length (ascending): part of the list above.
SMILES | 697 NFkB inh | UBC13 polyUb | EBI2 block | Jurkat NFkB inh | APJ antagonist | CXCR6 block | CCR6 antagonist | Gli-Sufu block
COCCNC(=O)c1cc(-c2cccs2)on1 | 31 | -9 | -1 | -20 | -1 | -7 | 11 | -26
COc1ccc(CCC(=O)OCC(=O)c2ccc(C)cc2)cc1 | -38 | -6 | -10 | -14 | -23 | 6 | 24 | 6
Cc1ccnc2nc(C(=O)Nc3nnc(-c4ccccc4)o3)nn12 | -7 | -6 | 0 | 2 | 11 | -14 | 7 | -3
O=C(C1CC(c2cccc(Br)c2)=NO1)N1CCc2ccccc2C1 (centres undefined) | -5 | -11 | 1 | -25 | -9 | 6 | 15 | -5
Cc1ccc(CNC(=O)CCS(=O)(=O)c2ccc3c(c2)oc(=O)n3C)cc1 | 1 | -2 | -6 | -4 | 10 | 0 | 14 | /
C#CCNC(=O)C1=C[C@@H](c2cn(C(C)=O)c3ccccc23)C[C@@H](OCCCCO)O1 | 6 | 9 | -11 | -2 | -6 | -14 | 7 | 11

The list goes on:
SMILES | 697 NFkB inh | UBC13 polyUb | EBI2 block | Jurkat NFkB inh | APJ antagonist | CXCR6 block | CCR6 antagonist | Gli-Sufu block
O=C(OCC(=O)N1CCc2ccccc21)c1ccccc1F | 21 | 1 | -1 | 9 | -5 | -7 | -6 | 4
Cc1cc(SCC(=O)Nc2cccc(S(N)(=O)=O)c2)c(C)cc1Br | -2 | 11 | 6 | 11 | -20 | -10 | 2 | -2
CCCCCCCCCCCCCCCC(=O)Nc1ccn(C2OC(CO)C(O)C2O)c(=O)n1 (centres undefined) | / | / | -10 | / | / | -2 | 10 | 49
Cc1ccc(-n2c(SCC(=O)N/N=C/c3ccccc3OCC(=O)O)nc3ccccc3c2=O)cc1 | 12 | 14 | -5 | 12 | 18 | 3 | 19 | -11
CCOC(=O)C1CCN(S(=O)(=O)c2csc(C(N)=O)c2)CC1 | 3 | 0 | -16 | 6 | 5 | 0 | 20 | 6
Cc1cccc(Nc2nc(N)nc(CN3CCN(C)CC3)n2)c1 | 7 | -5 | -13 | 19 | -9 | -2 | 9 | 1
CCCNC(=O)COC(=O)c1ccccc1OCC(=O)Nc1ccc(Br)cc1 | -48 | -6 | 7 | -8 | 3 | -2 | 16 | 32
CCC(C)[C@H](NC(=O)OC(C)(C)C)C(=O)N/N=C/c1cccc2nccnc12 (some centres undefined) | 14 | -2 | 2 | 17 | 6 | 1 | 1 | 4
Cc1ccc(NC(=O)COc2ncnc3sccc23)cc1S(=O)(=O)N(C)C | -2 | 2 | 1 | 4 | -3 | -1 | 9 | 4
COc1ccc(N2CC(NC(=O)N(C)CCC#N)CC2=O)cc1 (centres undefined) | 11 | -11 | 2 | 1 | 9 | -6 | 1 | 16
c1ccc(CN2CCN(Cc3nnc(-c4ccccc4)o3)CC2)cc1 | 14 | 1 | 6 | -3 | -2 | 1 | -8 | 8
O=C(NCCOc1ccccc1Cl)c1cccc2c1C(=O)c1ccc(Cl)cc1S2(=O)=O | 5 | 7 | -5 | 4 | 6 | -21 | -4 | -9
Cc1cc(C(=O)NNC(=O)Nc2cccc(C(F)(F)F)c2)no1 | 7 | -2 | -12 | -3 | -52 | -1 | 4 | 3
CCOC(=O)N1CCN(C(=O)c2ccc(CS(=O)(=O)c3ccc(OC)cc3)o2)CC1 | 0 | -1 | 2 | 9 | 4 | -9 | 6 | 1
COc1ccc(C(=O)O/N=C(\N)c2ccccc2Cl)cc1OC | -47 | 6 | -12 | -20 | -40 | -18 | -15 | -8
CC(=O)c1ccc(NC(=S)Nc2cccc3ccccc23)cc1 | -44 | -12 | -9 | -8 | -140 | -2 | -9 | 8
C/C(=N\N1CCN(c2ccccc2)CC1)c1ccccc1O | 18 | 5 | -4 | 14 | 4 | 3 | 5 | 2
O=C(CSc1nc2ccccc2[nH]1)N1CCN(S(=O)(=O)c2ccc(Cl)cc2)CC1 | 15 | -7 | 6 | 9 | -15 | 0 | -22 | 8
COc1cccc(N2CCN(C(=O)c3nc4nc(C)cc(C)n4n3)CC2)c1 | 5 | -3 | -6 | 11 | 5 | 1 | 4 | -3
Cc1cc(C)c(NC(=O)CSc2nnc(CNC(=O)c3ccco3)o2)c(C)c1 | -5 | -10 | -8 | 0 | 15 | -3 | 2 | -24
O=C(Nc1cc(Cl)ccc1Cl)c1ccco1 | -8 | 1 | -2 | 2 | 10 | 23 | 1 | 16
COC(=O)[C@H](Cc1ccc(O)cc1)NCCCn1cnc(C(=O)Nc2ccc(C)c(C)c2)n1 | / | / | 17 | / | / | 7 | -9 | 5
CC(C)(C)NC(=O)NC(=O)COC(=O)C1c2ccccc2Oc2ccccc21 | -20 | -4 | -7 | -14 | -2 | 5 | -2 | 23
COc1ccc(N(CC(=O)NCCSC2CCCCC2)S(=O)(=O)c2ccc(C)cc2)cc1 | -18 | -6 | 19 | -4 | 17 | 11 | 29 | 2
COc1ccc2c(Cl)c(-c3nnc(SCC(N)=O)n3C)sc2c1 | 23 | -5 | -1 | -2 | -43 | 6 | 11 | -3
CN(Cc1nc(-c2cccs2)no1)CC1COCCO1 (centres undefined) | -9 | 5 | -5 | -22 | 5 | 2 | -19 | -51
CN(C)/C=C/C1=C([N+](=O)[O-])C(c2cccc([N+](=O)[O-])c2)NC(=O)N1 (centres undefined) | -15 | -40 | 6 | 0 | -7 | 7 | 12 | 6
O=C(O)c1cccc(Cn2c(Cl)c(/C=N/Nc3ccccc3)sc2=O)c1 | 17 | 2 | -7 | 3 | -27 | -4 | -5 | 2
